GLP1R cytotox: cytotoxic in the GLP-1 receptor inverse agonist counter-screen; HEK293 cAMP-luciferase reporter cells, luminescence, 24 h; Potency, µM (highest dose often 38.3 µM), for inactives: at the highest dose activity change, negative = inhibition, most hits filed as inhibitors; actives 0.13% (n = 410,000); AID 624418;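 further: loss of luciferase light is scored as toxicity; potency means the concentration at half of the fitted maximal effect; on the % scale 0 is the no-effect control and ±100 the full control effect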
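1536-well qHTS counterscreen of the MLSMR; 200 cells/uL, 12 h pre-incubation, 23 nL cpd, 24 h at 37 deg C 5% CO2, luciferase detection reagent, 12 min RT, luminescence. Inhibition = undesired.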
GLP-1R inv ag: acts as inverse agonist at human GLP-1 receptor | AID 624417 | HEK293 GLP-1R CRE-luciferase, luminescence, 24 h; GLP-1R form is constitutively active | P43220 | Potency, µM (series often up to 38.3 µM), for the others: at the top dose activity change, negative = inhibition, actives largely listed as inhibitors | actives 1.6% (n = 410,000); further: potency means the concentration at half of the fitted maximal effect; on the % scale 0 is the no-effect control and ±100 the full control effect; nearly all actives have a fitted effect of over 55% in size
Target sequence (P43220 whole entry, looked up): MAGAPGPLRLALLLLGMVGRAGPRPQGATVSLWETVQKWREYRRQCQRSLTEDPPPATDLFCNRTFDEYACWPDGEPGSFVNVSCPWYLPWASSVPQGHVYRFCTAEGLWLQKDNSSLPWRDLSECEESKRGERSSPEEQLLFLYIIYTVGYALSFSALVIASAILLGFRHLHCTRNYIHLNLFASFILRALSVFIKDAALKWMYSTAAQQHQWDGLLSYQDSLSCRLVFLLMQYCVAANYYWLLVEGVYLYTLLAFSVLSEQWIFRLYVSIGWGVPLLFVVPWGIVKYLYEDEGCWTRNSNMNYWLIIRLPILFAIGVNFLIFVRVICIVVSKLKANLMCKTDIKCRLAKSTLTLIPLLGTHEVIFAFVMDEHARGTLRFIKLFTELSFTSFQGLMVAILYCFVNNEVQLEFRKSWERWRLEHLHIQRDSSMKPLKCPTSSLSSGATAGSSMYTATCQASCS
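Using stably transfected HEK293 (constitutively active GLP-1R, cAMP-luciferase reporter), compounds were incubated 24 hr and luciferase measured by luminescence.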
DRD3 agonist: D3 dopamine receptor (human) agonism; actives 0.58% (n = 410,000); max activation, %; P35462; AID 652048; D3R DiscoveRx beta-arrestin cells, luminescence, 90 min; in the data active means max activation above about 30%; further: 0% is about no effect; mostly tested at two doses, the higher about 12 µM
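Agonist-mode cell screen: cells plated at 1500/well and incubated overnight at 37 °C, then exposed to library compounds for 90 min at 37 °C. Detection reagent was added for 30–60 min at room temperature, and luminescence was read.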
WRN inhibitor: inhibitors of human WRN helicase. Potency, µM (top dose mostly 114 µM), inactives show top-dose activity change, negative = inhibition, actives largely listed as inhibitors. WRN helicase unwinding, fluorescent forked duplex, kinetic. Q14191. actives 0.46% (n = 360,000). AID 651768; further: potency means the concentration at half of the fitted maximal effect; on the % scale 0 is the no-effect control and ±100 the full control effect; nearly all actives have a fitted effect of over 55% in size
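Kinetic red-fluorescence monitoring (525/598 nm) tracks WRN helicase activity after 100 nM fluorophore-quencher forked duplex and 2 mM ATP are added to 20 nM enzyme pretreated 15 min at room temperature with compound.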
DRD3 antagonist: D3 dopamine receptor (human) antagonism | max response, negative = inhibition, % | D3R cells, DiscoveRx beta-arrestin luminescence, antagonist mode; active compounds read low | actives 2.5% (n = 360,000); in the data active means max response below about -50%; inconclusive means no clear call, values can overlap the other calls; further: on the % scale 0 is the no-effect control and ±100 the full control effect; mostly tested at two doses, the higher about 12 µM
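Cells plated overnight at 1500 cells/well, then exposed to library compounds with dopamine controls for 90 minutes at 37 degrees C. DiscoveRx reagent added for 30–60 minutes at room temperature; luminescence read, quantitative HTS format.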
PI5P4Ka inh: PI5P4K alpha (human) kinase inhibition | actives 1.2% (n = 330,000) | max response, % | PI5P4Kalpha enzyme, ADP-Glo luminescence, 60 min; active compounds read low | P48426; active means max response of -50% or lower; inconclusive means between -30% and -50%; inactive means -30% or higher; further: value at the top dose of about 77 µM; on the % scale 0 is the no-effect control and ±100 the full control effect
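qHTS, 1536-well: enzyme/substrate mix, compound by pin tool, 5 microM ATP final; RT 60 min; ADP-Glo reagents 1 (45 min) then 2 (30 min); luminescence.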
PLK1 PBD block: blocks phosphopeptide binding to human PLK1 polo-box domain; Plk1 PBD binding of FITC phosphopeptide, fluorescence polarization; Potency, µM, for the others: max response, negative = inhibition, usual class: inhibitors; P53350; AID 720504; actives 2.8% (n = 360,000); further: potency means the concentration at half of the fitted maximal effect; series mostly up to about 57 µM; on the % scale 0 is the no-effect control and ±100 the full control effect; nearly all actives have a fitted effect of over 65% in size
Target sequence (P53350 whole entry, looked up, the tested form may be a part): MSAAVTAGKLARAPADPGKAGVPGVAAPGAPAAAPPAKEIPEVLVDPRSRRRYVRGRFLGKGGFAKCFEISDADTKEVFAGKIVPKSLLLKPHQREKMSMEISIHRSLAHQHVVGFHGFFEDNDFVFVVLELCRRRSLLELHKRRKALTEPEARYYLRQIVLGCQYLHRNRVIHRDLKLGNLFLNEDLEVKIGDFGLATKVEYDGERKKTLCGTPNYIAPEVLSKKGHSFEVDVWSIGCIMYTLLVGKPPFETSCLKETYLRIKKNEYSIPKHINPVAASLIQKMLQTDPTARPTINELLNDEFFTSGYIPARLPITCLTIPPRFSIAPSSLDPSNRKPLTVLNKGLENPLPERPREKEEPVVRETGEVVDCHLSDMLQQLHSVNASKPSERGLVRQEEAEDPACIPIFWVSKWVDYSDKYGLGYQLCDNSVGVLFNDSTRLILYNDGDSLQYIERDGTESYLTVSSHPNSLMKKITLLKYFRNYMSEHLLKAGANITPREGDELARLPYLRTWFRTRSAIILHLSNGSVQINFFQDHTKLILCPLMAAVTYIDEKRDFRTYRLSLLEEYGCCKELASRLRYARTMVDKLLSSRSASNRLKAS
IL-2 act: activators of IL-2; IL-2 activation reporter assay, cell-based qHTS; stimulated with anti-CD3/CD4/CD28 beads; in transgenic mouse T cells; activation, % (series mostly up to about 46 µM); actives 0.065% (n = 360,000); in the data active means activation above about 50%; inconclusive means mostly about 30% to 49%; further: 0% is about no effect
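First, unstimulated transgenic mouse T cells were exposed to compound for 60 min. Next, anti-CD3/anti-CD4-coated beads with anti-CD28 were added. Finally, after 18 h at 37 degrees C, EGFP and DsRed were imaged.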
GLP1R ag: agonists of human GLP-1 receptor. P43220. HEK293 GLP-1R CRE-luciferase, luminescence, 4-6 h; cells express a hypersensitive GLP-1R form. Potency, µM (highest dose often 45.6 µM), for the others: top-dose activation, hits mostly activators. actives 0.007% (n = 380,000); further: potency means the concentration at half of the fitted maximal effect; % of control where 0% means no effect
* = called active by the depositor; ? = inconclusive; . = no result given; [ ] = remark or other dose. Unless noted, the call rests on the fitted dose curve; in most records, active means well fitted curve in the direction sought with a large enough effect; inconclusive means small, poorly fitted or top-dose-only effect, or another doubt; inactive means no such curve, though single readings can be large; an effect the other way counts as inactive or inconclusive.

SMILES	GLP1R cytotox	GLP-1R inv ag	DRD3 agonist	WRN inhibitor	DRD3 antagonist	PI5P4Ka inh	PLK1 PBD block	IL-2 act	GLP1R ag
CN(C)CC1CCC/C(=C\c2ccc(OC(=O)/C=C/c3ccccc3)cc2)C1=O (stereo not given)	-9%	3%	-11	-33%	-13	-10	?	-0.1	-3%
O=C(Nc1cc(SCCO)cc([N+](=O)[O-])c1)c1ccco1	42%[activator]	8%	-5	-2%	-29	-5	-15%	-0.3	7%
CC(C)N(Cc1ccccc1)S(=O)(=O)c1ccc2c(c1)NC(=O)CO2	-7%	?	-1	-2%	2	-1	-8%	-2.4	10%
Clc1ccc(CSc2nnc(/C=C/c3ccccc3)o2)c(Cl)c1	-9%	26%	3	-11%	39	13	-1%	-2.6	-4%
O=C(c1ccc(NC(=S)NCc2ccc(Cl)cc2)cc1)N1CCCCC1	4%	?	6	2%	11	-3	-1%	-1.3	2%
O=C(c1ccc(Br)c(S(=O)(=O)N2CCOCC2)c1)N1CCN(C/C=C/c2ccccc2)CC1	-6%	?	19	-3%	-5	13	-6%	0.3	4%
CCN(CC)S(=O)(=O)c1ccc(OCC2CCCCO2)c([N+](=O)[O-])c1 (stereo not given)	-3%	-12%	-4	0%	-1	5	-6%	0.5	8%
NNC(=O)c1cccc(S(=O)(=O)Nc2cccc(C(F)(F)F)c2)c1	7%	-6%	5	-5%	-9	8	-5%	-0.5	0%
O=C(O)CC1S/C(=N/N=C/c2ccc(-c3ccc(Cl)cc3[N+](=O)[O-])o2)NC1=O (stereo not given)	-3%	-8%	-7	?	-77*	-52*	17µM*	-2.8	-2%
Cc1ccc(C)c(NC(=O)Cn2nnc(C(=O)NCc3cccs3)c2N)c1	6%	9%	-3	-29%	-21	-5	-7%	0.6	-21%
CC(=O)Nc1nonc1-c1nc2ccccc2n1C	11%	17%	6	5%	2	-3	-12%	3.6	-12%
COc1ccc(NC(=O)N(C)C[C@@H]2Oc3c(NC(=O)Nc4c(C)noc4C)cccc3C(=O)N([C@@H](C)CO)C[C@@H]2C)cc1	2%	6%	10	5%	26	-3	-5%	0.2	0%
CN(C)C(CNC(=O)c1ccc(S(=O)(=O)Nc2ccccc2)cc1)c1ccco1 (stereo not given)	2%	?	-22	-3%	-27	-8	-10%	-5.2	-8%
C=C(C)Cn1c(=O)c2c(nc3n2CCCN3Cc2ccccc2)n(C)c1=O	-2%	-24%	-1	-1%	-7	3	-16%	-0.2	10%
Cc1cccc(C(=O)OCC(=O)N(C)c2ccccc2)c1C	11%	?	-12	-27%	-3	-8	-7%	-4.2	17%
C/C(=N\N=C(N)N)c1cccc(Cl)c1	7%[0.307 µM]	6%[0.307 µM]	-12	1%	5	1	-8%	3.0	-14%
Cc1c(C(c2cccc(Br)c2)c2c(C)n(C)n(-c3ccccc3)c2=O)c(=O)n(-c2ccccc2)n1C	1%	17%	-2	0%	2	0	-11%	0.5	-1%
CCN(CC)CCn1c2ccccc2c2cnc(N=CN(C)C)c(C#N)c21	?	?	-10	-8%	-26	0	0%	-0.3	-9%
CCn1ccc2cc(S(=O)(=O)N3CCCN(C(=O)Nc4cccc(Cl)c4)CC3)ccc21	-4%	?	-2	.	.	.	.	.	14%
CN(C)S(=O)(=O)c1ccc2oc(SCC(=O)c3c(N)n(C4CC4)c(=O)[nH]c3=O)nc2c1	-9%	4%	2	2%	-5	-1	-13%	8.8	7%
CN(C)c1nc(NCc2ccccc2)nc(N/N=C/c2ccc(Br)cc2)n1	4%	-4%	-4	4%	-22	1	-5%	-1.3	4%
Cc1cc(C)nc(NC(=NCCc2c[nH]c3ccccc23)NC(=O)C(C)(C)C)n1	16%	?	-16	-2%	9	-4	-7%	-4.3	3%
COc1cc(C(C)=O)ccc1OCC(=O)Nc1cc(C)on1	-4%	5%	-10	-2%	-14	0	-7%	5.3	7%
COc1cccc(CC(=S)N2CCOCC2)c1	7%	15%	3	7%	4	-2	-5%	-2.3	13%
CC1(C(=O)NS(=O)(=O)c2ccc3ccccc3c2)CCN1C(=O)C1(c2ccc(Cl)cc2)CCC1 (stereo not given)	-1%	?	-5	5%	-21	-12	42µM*	0.0	-3%
SMILES	GLP1R cytotox	GLP-1R inv ag	DRD3 agonist	WRN inhibitor	DRD3 antagonist	PI5P4Ka inh	PLK1 PBD block	IL-2 act	GLP1R ag
CCOC(=O)c1ccc(N2C(=O)CC(N3CC(C)OC(C)C3)C2=O)cc1 (stereo not given)	1%	1%	-3	-27%[57.1 µM]	-22	7	-9%	-0.8	5%
Cc1cc(C(F)(F)F)n2nc(-c3cnn(C)c3C(F)(F)F)c(Br)c2n1	4%	61%[activator]	6	-10%	21	11	-9%	0.2	19%
Cc1nn2c3c(cnc2c1-c1ccc(Cl)cc1)C(=O)CC(c1ccco1)C3 (stereo not given)	6%	0%	0	-6%	-52*	4	-14%	14	0%
CS(=O)(=O)N(Cc1ccccc1)c1ccc(C(=O)NCC2CCCO2)cc1 (stereo not given)	-6%	2%	0	-11%	-23	.	-3%	-1.0	2%
COc1ccccc1N(C(=O)CNC(=O)c1ccco1)C(C(=O)NC1CCCCC1)c1ccncc1 (stereo not given)	1%	-21%	-5	7%	-9	-2	-3%	0.5	0%
COc1ccc(NS(=O)(=O)c2ccc(O)c(C(=O)OCC(=O)NC3CCCCC3)c2)cc1	3%	13%	-1	1%	2	0	0%	1.3	0%
O=C(CSc1nnc(NC(=O)c2ccccc2F)s1)Nc1ccccc1F	-4%	-14%	-8	-10%	-24	-9	-19%	0.8	-1%
Nc1c(C(=O)N2CCOCC2)oc2ccccc12	4%	10%	-1	2%	-18	-9	-11%	0.0	-1%
O=S(=O)(/C=C/c1ccccc1)N1CCN(Cc2ccc3c(c2)OCO3)CC1	2%	?	-15	-7%	0	1	-2%	-0.6	6%
c1ccc(-c2nc3nc4ccccc4nc3n2CC2CCCO2)cc1 (stereo not given)	1%	?	7	5%	41	-5	0%	-0.1	23%
Oc1ccc(-c2n[nH]c(=S)n2Cc2ccco2)cc1	-3%	0%	-27	-5%	23	.	-14%	-2.6	3%
COc1cnc(SCc2ccc(Cl)c(Cl)c2)nc1Cl	5%	1%	-8	-2%	14	.	-5%	2.9	2%
CCOCC(=O)Nc1c(C(=O)Nc2ccc3c(c2)OCCO3)oc2ccccc12	-17%	?	2	-17%	28	0	-5%	-5.4	9%
CCCCNC(=O)CSc1nc2ccsc2c(=O)n1C1CCN(C(=O)OCC)CC1	-1%	16%	0	3%	-21	.	-9%	-1.1	-11%
CCCCC(CC)CNC(=O)C(=O)c1ccccc1NC(C)=O (stereo not given)	-16%	?	-19	5%	12	4	-12%	-4.9	6%
COc1ccc(-n2c(=O)c3c4c(sc3n(CC(=O)NCC3CCCO3)c2=O)CCCC4)c(OC)c1 (stereo not given)	0%	-13%	-16	0%	-22	4	-13%	8.3	7%
COc1ccc(C(=O)Nc2cccc(S(=O)(=O)NC3=NCCCCC3)c2)cc1	-12%	-7%	-4	-3%	-18	-1	-5%	0.5	-4%
COc1ccccc1CCC(=O)Nc1ccc2c(c1)c(=O)n(C)n2Cc1cccc(C(F)(F)F)c1	-5%	?	-7	-4%	-17	3	4%	-0.5	8%
CC(C)[C@H](NC(=O)c1ccccc1)C(=O)OCC(=O)NCc1ccc(F)cc1	-5%	-6%	6	11%	3	-5	-12%	0.1	5%
CC1(C(=O)NS(=O)(=O)Cc2cccc(Cl)c2)CCN1C(=O)c1ccc(C2CCCCC2)cc1 (stereo not given)	0%	-1%	-3	12%[57.1 µM]	0	-1	?	1.1	4%
Cc1ccc(-n2c(=O)c3cccnc3n2CC(=O)NCc2ccc(Cl)cc2)cc1	1%	-5%	15	.	.	.	.	.	-4%
Cc1c(OCC(=O)N[C@@H](CSCc2ccccc2)C(=O)O)ccc2c3c(c(=O)oc12)CCC3	-1%	2%	0	4%	24	1	-3%	0.7	1%
CN(Cc1c(C(=O)N2CCCCCCC2)nc2ccc(Cl)cn12)C1CCOC1 (stereo not given)	7%	7%	11	-36%	-17	-5	-2%	-3.5	-6%
Cc1cc([N+](=O)[O-])c(-c2ccc(/C=N/n3cnnc3)o2)cc1Cl	-2%	39%[activator]	-16	-26%	5	.	?	0.1	32%
CCc1cccc(C)c1NC(=O)CCCSc1nc2ccccc2s1	2%	?	-1	7%	6	2	-7%	-4.1	1%
SMILES	GLP1R cytotox	GLP-1R inv ag	DRD3 agonist	WRN inhibitor	DRD3 antagonist	PI5P4Ka inh	PLK1 PBD block	IL-2 act	GLP1R ag
O=C(CN(C(=O)CCNC(=O)c1ccco1)c1ccccc1)NC1CCCC1	4%	1%	1	-12%	-10	.	-1%	8.0	6%
CNS(=O)(=O)c1ccc2nc(NC(=O)/C=C/c3ccco3)sc2c1	1%	13%	7	-9%	22	?	-10%	3.3	5%
N#Cc1cn(CC(=O)O)c2ccccc12	5%	-8%	-2	-16%	29	4	-23%	-0.7	-4%
CN(C)CCOC(=O)Cc1ccc(Cl)cc1	15%	8%	-2	9%	1	0	-9%	0.4	0%
COCCSc1nnc(NC(=O)CCS(=O)(=O)Cc2ccccc2)s1	-6%	21%	1	14%	1	-1	-8%	-2.0	-3%
COc1cc(OC)c(OC)cc1CNC(=O)CCN1C(=O)c2cccc([N+](=O)[O-])c2C1=O	4%	-1%	1	0%	12	-2	4%	0.4	0%
COc1ccc(/C=C/C(=O)NNC(=O)C(C)Oc2ccccc2F)cc1OC (stereo not given)	?	12%	-17	5%	-11	-6	-2%	0.0	0%
O=C(COC(=O)c1cn(-c2ccccc2)nc1-c1ccccc1)Nc1ncc(Cl)cc1Cl	4%	-20%	5	?	-6	-16	-13%	26	2%
COc1ccc(C2CC2C(C)=O)cc1 (stereo not given)	-10%	11%	-5	-6%	19	2	0%	-1.9	-6%

Ordered by length of the SMILES (high to low): part of the list above.
SMILES	GLP1R cytotox	GLP-1R inv ag	DRD3 agonist	WRN inhibitor	DRD3 antagonist	PI5P4Ka inh	PLK1 PBD block	IL-2 act	GLP1R ag
O=C(CN(C(=O)CCNC(=O)c1ccco1)c1ccccc1)NC1CCCC1	4%	1%	1	-12%	-10	.	-1%	8.0	6%
CNS(=O)(=O)c1ccc2nc(NC(=O)/C=C/c3ccco3)sc2c1	1%	13%	7	-9%	22	?	-10%	3.3	5%
COc1ccc(C2CC2C(C)=O)cc1 (stereo not given)	-10%	11%	-5	-6%	19	2	0%	-1.9	-6%
